RECQ1 inh: qHTS Assay for Inhibitors of RecQ-Like Dna Helicase 1 (RECQ1); ATP-dependent DNA helicase Q1 (Homo sapiens), P46063; hit rate 0.54% among 240,000; RECQ1 DNA unwinding, red fluorescence kinetic read; Potency, µM (titrated, usually from 57.3 µM), for inactives: at the highest dose activity, negative = inhibition, most hits filed as inhibitors;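 also: plate controls were vehicle for no effect and no enzyme for full effect; nearly all actives have a fitted effect of over 30% in size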
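RECQ1T1 50 nM; forked duplex (20 bp + 30-nt ss tails) 200 nM, ATP 2 mM final; pH 8.0, 2 mM MgCl2, 2.5 ug/ml poly(dI-dC); 15 min compound preincubation; discontinuous kinetic read over 2 h at RT.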
KDM4E inh: qHTS Assay for Inhibitors of Human Jumonji Domain Containing 2E (JMJD2E) | Lysine-specific demethylase 4E (Homo sapiens), B2RXH2 | JMJD2E catalytic domain, FDH-coupled NADH fluorescence (FDH is formaldehyde dehydrogenase) | Potency, µM (top dose mostly 57.1 µM), for inactives: at the top dose activity change, negative = inhibition, most hits filed as inhibitors | hit rate 1.6% among 230,000; active = well fitted inhibition curve with a large enough effect, not every such curve was filed as active; inconclusive = small, poorly fitted or top-dose-only effect, or another doubt; inactive = no such curve, though single readings can be large or run the other way;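 also: 0% = wells with enzyme and -100% = buffer wells without enzyme; nearly all actives have a fitted effect of over 50% in size; many of its hits are not listed in these tables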
Target sequence (B2RXH2 1-337 limits assumed): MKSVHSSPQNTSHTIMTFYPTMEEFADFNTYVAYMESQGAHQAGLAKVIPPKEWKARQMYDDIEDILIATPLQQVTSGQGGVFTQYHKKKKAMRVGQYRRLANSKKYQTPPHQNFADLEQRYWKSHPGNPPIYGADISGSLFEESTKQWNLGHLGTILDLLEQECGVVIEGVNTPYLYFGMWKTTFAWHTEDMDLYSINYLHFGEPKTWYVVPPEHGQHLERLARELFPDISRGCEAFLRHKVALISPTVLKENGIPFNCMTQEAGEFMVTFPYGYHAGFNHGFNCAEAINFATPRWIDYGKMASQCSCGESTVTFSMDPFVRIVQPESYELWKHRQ
GoLoco inh red: qHTS Assay for Inhibitors of RGS12 GoLoco Motif Activity (Red Fluorophore); Potency, µM (doses to about 61.6 µM), without a hit: at the top dose activity, negative = inhibition, hits mostly inhibitors; hit rate 0.44% among 230,000; Guanine nucleotide-binding protein G(i) subunit alpha-1 (Homo sapiens), P63096; Gai1:RGS12 GoLoco peptide FP, rhodamine, 10 min; active = well fitted inhibition curve with a large enough effect, not every such curve was filed as active; inactive = no such curve, though single readings can be large or run the other way; also: % is scaled to controls: 0 for no effect and ±100 for the full control effect; nearly all actives have a fitted effect of over 30% in size; many of its hits are not listed in these tables
TRb-SRC2 inh: qHTS for Inhibitors of the Interaction of Thyroid Hormone Receptor and Steroid Receptor Coregulator 2; TRbeta-SRC2 peptide binding, fluorescence polarization; receptor liganded with 1 µM T3; Potency, µM (series often up to 106 µM), for the others: at the highest dose activity change, negative = inhibition, hits mostly inhibitors; hit rate 0.065% among 280,000;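 also: plate controls were bound peptide for no effect and peptide without receptor for full effect; nearly all actives have a fitted effect of over 50% in size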
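Human TRb LBD (0.6 uM) plus Texas Red-labeled SRC2 peptide (20 nM), 1uM T3, 5% DMSO, 5 hr at ambient temperature. Decreased polarization (555/632 nm) flags inhibition; data normalized to free and bound peptide controls.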
TR SRC2 fluor cs: Total Fluorescence Counterscreen for Inhibitors of the Interaction of Thyroid Hormone Receptor and Steroid Receptor Coregulator 2. TRb/SRC2 Texas Red total fluorescence interference. Potency, µM (series often up to 106 µM), for inactives: at the highest dose fluorescence change, negative = quenching. hit rate 0.29% among 280,000. AID 1479, 2009; active = well fitted curve in either direction with a large enough effect; inconclusive = small, poorly fitted or top-dose-only effect; also: % is scaled to controls: 0 for no effect and ±100 for the full control effect
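Flags fluorescent or light-absorbing compounds by total fluorescence, S + 2P, at 555 nm excitation and 632 nm emission. Mixture: 20 nM Texas Red SRC2 peptide, 0.6 uM human TRb LBD, 1 uM T3, 5% DMSO; compound exposure 5 h at ambient temperature.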
SMN2 splice up: qHTS Assay for Enhancers of SMN2 Splice Variant Expression | AID 1458, 2008 | Potency, µM (doses to about 46.1 µM), for inactives: top-dose activity change, positive = activation, usual class: activators | hit rate 2.8% among 210,000 | HEK293 SMN2-luciferase splicing reporter, luminescence, 30-36 h; also: % of control where 0% means no effect; nearly all actives have a fitted effect of over 55% in size
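HEK293 cells carry an SMN2 minigene-luciferase reporter in which exon 7 inclusion puts luciferase in frame. Cells were seeded at 2000 cells/well, attached for 10-12 hours, then exposed to compounds for 30-36 hours at 37C before ONE-Glo luminescence.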
ALDH1A1 block: qHTS Assay for Inhibitors of Aldehyde Dehydrogenase 1 (ALDH1A1) | Aldehyde dehydrogenase 1A1 (Homo sapiens), P00352 | Purified ALDH1A1, NADH fluorescence, propionaldehyde substrate | Potency, µM (highest dose often 75.3 µM), without a hit: top-dose activity, negative = inhibition, actives largely listed as inhibitors | hit rate 7.3% among 220,000; active = well fitted inhibition curve with a large enough effect, not every such curve was filed as active; inconclusive = small, poorly fitted or top-dose-only effect, or another doubt; inactive = no such curve, though single readings can be large or run the other way;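 also: plate controls were no enzyme wells and a reference inhibitor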
Target sequence (P00352 whole entry, looked up): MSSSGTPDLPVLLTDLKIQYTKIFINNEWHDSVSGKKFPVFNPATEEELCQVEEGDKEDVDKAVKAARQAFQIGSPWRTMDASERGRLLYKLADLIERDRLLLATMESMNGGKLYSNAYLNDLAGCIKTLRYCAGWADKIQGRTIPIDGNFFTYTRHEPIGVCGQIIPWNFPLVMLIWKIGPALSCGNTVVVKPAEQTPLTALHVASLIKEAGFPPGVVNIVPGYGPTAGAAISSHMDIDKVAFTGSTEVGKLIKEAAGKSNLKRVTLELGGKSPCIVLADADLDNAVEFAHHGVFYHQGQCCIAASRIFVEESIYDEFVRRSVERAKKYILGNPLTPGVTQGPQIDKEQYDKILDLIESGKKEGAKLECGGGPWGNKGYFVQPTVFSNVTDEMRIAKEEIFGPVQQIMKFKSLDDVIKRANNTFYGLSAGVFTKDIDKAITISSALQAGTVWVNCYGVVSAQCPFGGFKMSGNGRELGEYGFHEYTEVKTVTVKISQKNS
LMNA splice mod: qHTS Assay for Modulators of Lamin A Splicing; HeLa LMNA splicing GFP/RFP minigene ratio, 48 h; Potency, µM (doses to about 46.1 µM), inactives show at the top dose ratio change, negative = inhibition, actives largely listed as inhibitors; hit rate 0.01% among 200,000; AID 1487, 2009; active = well fitted inhibition curve with a large enough effect in the signal ratio, with a control signal flat, not every such curve was filed as active; inconclusive = small, poorly fitted or top-dose-only effect, or effect the other way, or a change in a side signal; the % refers to the signal ratio; also: % is scaled to controls: 0 for no effect and ±100 for the full control effect
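S3 HeLa cells stably expressing lamin A-EGFP splicing minigene plus DsRed2, 600 cells/well, 48 h compound exposure at 37C. Laser-scanning cytometry; analysed as GFP (500-530 nm)/RFP (575-640 nm) total intensity ratio; 0.5% DMSO vehicle.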
* = called active by the depositor; [ ] = another dose, or the depositor's remark. Unless noted, calls follow the shape of the dose curve; as a rule, active = well fitted curve in the direction sought with a large enough effect; inconclusive = small, poorly fitted or top-dose-only effect, or another doubt; inactive = no such curve, though single readings can be large; an effect the other way counts as inactive or inconclusive. Potency is read from the fitted curve at half-maximal effect.

Screening O=C(NNc1ccccc1[N+](=O)[O-])Nc1cccc(Cl)c1 returned RECQ1 inh -6%, KDM4E inh inconclusive, GoLoco inh red 6%, TRb-SRC2 inh -4% and TR SRC2 fluor cs -3%.
`Cc1ccc(-c2nc3ccccc3[nH]2)cc1NC(=O)c1sc2cc(Cl)ccc2c1Cl` gave RECQ1 inh -6%, KDM4E inh inconclusive, GoLoco inh red 7%, TRb-SRC2 inh 4%, TR SRC2 fluor cs 7%, SMN2 splice up 4%, ALDH1A1 block inconclusive and LMNA splice mod -5%.
COC(=O)c1ccc(Cn2nc(C)c(Br)c2C)cc1 was read as RECQ1 inh -1%, KDM4E inh 6%, GoLoco inh red 0%, TRb-SRC2 inh -11%, TR SRC2 fluor cs -2%, SMN2 splice up 7%, ALDH1A1 block -2% and LMNA splice mod 1%.
CCC1(CC)NC(=O)N(CC(=O)OCC(=O)NC(=O)c2ccccc2)C1=O was read as RECQ1 inh -6%, KDM4E inh 11%, GoLoco inh red 2%, TRb-SRC2 inh 6%, TR SRC2 fluor cs -7%, SMN2 splice up 5%, ALDH1A1 block -5% and LMNA splice mod 28%[46 µM].
`Nc1nc(=S)[nH]c2c1C1(CCCC1)Cc1ccccc1-2` gave RECQ1 inh -13%, KDM4E inh 3%, GoLoco inh red 0%, TRb-SRC2 inh 4%, TR SRC2 fluor cs -5%, SMN2 splice up -25%, ALDH1A1 block -10% and LMNA splice mod 4%.
For C#CCCCO/N=C1/C[C@@H](O)[C@@H](O)[C@@H]2[C@@H]3C(=O)N(C4CCCCC4)C(=O)[C@H]3CC[C@H]12 the results were RECQ1 inh inactive[11.5 µM], TRb-SRC2 inh 2%[11.2 µM], TR SRC2 fluor cs -1%[11.2 µM] and ALDH1A1 block -1%[13.5 µM].
`O=C(CN1CCOCC1)N/N=C/C=C/c1ccccc1` gave RECQ1 inh -1%, KDM4E inh -2%, GoLoco inh red 3%, TRb-SRC2 inh -1%, TR SRC2 fluor cs -2%, SMN2 splice up 18% and ALDH1A1 block -6%.
For O=C(NCc1ccco1)c1cccc(S(=O)(=O)N2CCOCC2)c1 the results were RECQ1 inh -8%, KDM4E inh 6%, GoLoco inh red 0%, TRb-SRC2 inh -17%, TR SRC2 fluor cs 0%, SMN2 splice up -7%, ALDH1A1 block -6% and LMNA splice mod 16%.
Screening O=C(O)c1cccc(N=NN2CCOCC2)c1 returned RECQ1 inh inactive, KDM4E inh 2%, GoLoco inh red 7%, TRb-SRC2 inh 7%, TR SRC2 fluor cs 1%, SMN2 splice up inconclusive, ALDH1A1 block 0% and LMNA splice mod inconclusive.
Screening S=C(Nc1ccccc1)Nc1cc(Cl)ccc1Oc1ccccc1 returned RECQ1 inh -15%, KDM4E inh 7%, GoLoco inh red -3%, TRb-SRC2 inh -5%, TR SRC2 fluor cs -2%, SMN2 splice up -67%[inhibitor], ALDH1A1 block -4% and LMNA splice mod -8%.
For CCC(C)NC(=O)Cn1nc(C(F)(F)F)c2c1CCC2 (stereo not drawn) the results were RECQ1 inh 12%, KDM4E inh 0%, GoLoco inh red -2%, TRb-SRC2 inh 9%, TR SRC2 fluor cs 0%, ALDH1A1 block 9% and LMNA splice mod -9%[46 µM].
CCC(=O)Nc1ccc(C(=O)NNC(=O)C(c2ccccc2)c2ccccc2)cc1 was read as RECQ1 inh 1%, KDM4E inh 2%, GoLoco inh red 0%, TRb-SRC2 inh -2%, TR SRC2 fluor cs 0%, SMN2 splice up 11%, ALDH1A1 block -8% and LMNA splice mod -22%.
O=C(Cc1ccccc1)N1CCCC(c2nc(-c3cccs3)no2)C1 (stereo not drawn) was read as RECQ1 inh -1%, KDM4E inh -8%, GoLoco inh red -1%, TRb-SRC2 inh -4%, TR SRC2 fluor cs -3%, SMN2 splice up -8%, ALDH1A1 block 8% and LMNA splice mod -10%.
For NC(=O)CC(NC(=O)c1ccccc1)c1ccc(NCCc2ccc(F)cc2)c([N+](=O)[O-])c1 (stereo not drawn) the results were RECQ1 inh inactive, KDM4E inh 12%, GoLoco inh red 4%, TRb-SRC2 inh 1% and TR SRC2 fluor cs -2%.
`CC1CCCC(C)N1C(=O)C1CCCCC1` (stereo not drawn) gave RECQ1 inh inconclusive, KDM4E inh 8%, GoLoco inh red 2%, TRb-SRC2 inh -1%, TR SRC2 fluor cs 1%, SMN2 splice up -11%, ALDH1A1 block 1% and LMNA splice mod -4%.
`C=C(Cl)COC(=O)[C@H]1C2C=CC(C2)C1C(=O)O` (stereo partly drawn) gave RECQ1 inh -3%, KDM4E inh -11%, GoLoco inh red 0%, TRb-SRC2 inh -17%, TR SRC2 fluor cs -3%, SMN2 splice up -7%, ALDH1A1 block 13% and LMNA splice mod -5%.
Cc1nn(C)c(C)c1N=Cc1c(O)ccc2ccccc12 was read as RECQ1 inh -16%, KDM4E inh -9%, GoLoco inh red 8%, TRb-SRC2 inh -22%, TR SRC2 fluor cs -5%, SMN2 splice up 10%, ALDH1A1 block -4% and LMNA splice mod -4%.
CCOC(=O)N1CCC(N2Cc3cccc(C(=O)Nc4ccc(CC)cc4)c3C2=O)CC1 was read as RECQ1 inh -1%, KDM4E inh -5%, GoLoco inh red 13%, TRb-SRC2 inh 1%, TR SRC2 fluor cs -6%, SMN2 splice up 7%, ALDH1A1 block 130%[activator] and LMNA splice mod -3%.
For O=C1C2C3C=CC(C3)C2C(=O)N1c1ccc(Cc2ccncc2)cc1 (stereo not drawn) the results were RECQ1 inh 0%, KDM4E inh -1%, GoLoco inh red 3%, TRb-SRC2 inh -2%, TR SRC2 fluor cs 0%, SMN2 splice up -51%[inhibitor], ALDH1A1 block inconclusive and LMNA splice mod 16%.
For COc1ccc(NC(=S)NCCSc2ccc(Cl)cc2)c(OC)c1 the results were RECQ1 inh -7%, KDM4E inh 0%, GoLoco inh red 13%, TRb-SRC2 inh 6%, TR SRC2 fluor cs 0%, SMN2 splice up -87%[inhibitor], ALDH1A1 block 20µM* and LMNA splice mod inconclusive.
For CCn1c2ccccc2c2nnc(SCC(=O)NC(CC(C)C)C(=O)OC)nc21 (stereo not drawn) the results were RECQ1 inh inactive, KDM4E inh -7%, GoLoco inh red 3%, TRb-SRC2 inh -14%, TR SRC2 fluor cs 0%, SMN2 splice up 3%, ALDH1A1 block 9% and LMNA splice mod 3%.
For O=C(CSc1nc2ccccc2[nH]1)N=Nc1c(O)[nH]c2ccccc12 the results were RECQ1 inh -5%, KDM4E inh 7%, GoLoco inh red 25%, TRb-SRC2 inh -17%, TR SRC2 fluor cs -3%, SMN2 splice up 22%, ALDH1A1 block -13% and LMNA splice mod inconclusive.
Cn1cnnc1SCC(=O)NN1C(=O)NC(C)(c2ccccc2)C1=O (stereo not drawn) was read as RECQ1 inh -5%, KDM4E inh 3%, GoLoco inh red 0%, TRb-SRC2 inh 4%, TR SRC2 fluor cs 2% and ALDH1A1 block 14%.
C/C(=N\NC(=O)CC1N=C(Cc2ccccc2)NNC1=O)c1ccc(Cl)cc1Cl (stereo not drawn) was read as RECQ1 inh 6%, KDM4E inh 5%, GoLoco inh red -7%, TRb-SRC2 inh 7%, TR SRC2 fluor cs 0%, SMN2 splice up -7%, ALDH1A1 block 7% and LMNA splice mod -1%.
Screening Cc1nc2nc(-c3ccco3)[nH]n2c(=O)c1C returned RECQ1 inh 6%, KDM4E inh inconclusive, GoLoco inh red 10%, TRb-SRC2 inh -18%, TR SRC2 fluor cs 3%, SMN2 splice up 10%, ALDH1A1 block inconclusive and LMNA splice mod 15%.
Screening CCc1nn(CC(=O)NCCCN(CC)Cc2ccccc2)c(=O)c2cc3sccc3n12 returned RECQ1 inh inactive, KDM4E inh -5%, GoLoco inh red -5%, TRb-SRC2 inh -3%, TR SRC2 fluor cs 1%, SMN2 splice up 6%, ALDH1A1 block -5% and LMNA splice mod 8%.
Screening O=C1c2ccccc2NC(c2cccc(F)c2)N1Cc1ccco1 (stereo not drawn) returned RECQ1 inh -19%, KDM4E inh inconclusive, GoLoco inh red -7%, TRb-SRC2 inh 0%, TR SRC2 fluor cs 1%, SMN2 splice up -28%, ALDH1A1 block inconclusive and LMNA splice mod -15%.
Screening Cc1cc(C)nc(NC(=O)c2c(-c3ccccc3Cl)noc2C)c1 returned RECQ1 inh -3%, KDM4E inh -12%, GoLoco inh red 8%, TRb-SRC2 inh -9%, TR SRC2 fluor cs 0%, SMN2 splice up -15%, ALDH1A1 block inconclusive and LMNA splice mod inconclusive.
For CC/C(=N/Nc1ccccc1Cl)c1cnnc(-c2ccccc2)n1 the results were RECQ1 inh -1%, KDM4E inh -5%, GoLoco inh red 11%, TRb-SRC2 inh 7%, TR SRC2 fluor cs -3%, SMN2 splice up -12%, ALDH1A1 block 2% and LMNA splice mod 6%.
`CCCOCc1ccc(O)c2ncccc12` gave RECQ1 inh 24%, KDM4E inh 14µM*, GoLoco inh red -4%, TRb-SRC2 inh -1% and TR SRC2 fluor cs 1%.
For O=C(COc1ncnc2sccc12)N1CCc2ccccc2C1 the results were RECQ1 inh -1%, KDM4E inh -1%, GoLoco inh red 1%, TRb-SRC2 inh 0%, TR SRC2 fluor cs -5%, SMN2 splice up -14%, ALDH1A1 block 5% and LMNA splice mod 10%.

The list is partial (hit frequency here may not be typical).
